Bioassay records from PubChem.
TDP43 rescue: rescues yeast growth from TDP-43 toxicity. TDP-43 expressing yeast growth rescue, BacTiter-Glo, 24 h. Potency, µM (doses to about 46.1 µM), without a hit: at the top dose growth rescue (activation), actives largely listed as activators. hit rate 1.8% among 410,000. AID 652104; note: potency is the fitted concentration of half-maximal effect; % of control where 0% means no effect; nearly all actives have a fitted effect of over 50% in size
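Galactose-induced TDP-43 yeast, OD600=0.02, compound pinned; 24 hr, 30 deg C; BacTiter-Glo luminescence for growth. Inhibitors of TDP-43 toxicity read as activators.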
GLP1R cytotox: cytotoxic in the GLP-1 receptor inverse agonist counter-screen; HEK293 cAMP-luciferase reporter cells, luminescence, 24 h; Potency, µM (top dose mostly 38.3 µM), inactives show at the highest dose activity change, negative = inhibition, usual class: inhibitors; hit rate 0.13% among 410,000;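 note: loss of luciferase light is scored as toxicity; potency is the fitted concentration of half-maximal effect; % is set by controls: 0 for no effect and ±100 for the full control effect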
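Quantitative HTS format, 1536 wells, 200 cells/uL seeded. Compounds: 23 nL, 24 h, 37 °C. Detection: luciferase reagent, luminescence at 12 min RT; decreased signal taken as cytotoxic.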
aSyn rescue: alpha-synuclein toxicity inhibition in yeast. hit rate 0.14% among 370,000. Potency, µM (doses to about 46.1 µM), without a hit: at the highest dose growth rescue (activation), usual class: activators. Yeast expressing alpha-synuclein, growth rescue, BacTiter-Glo, 24 h; note: potency is the fitted concentration of half-maximal effect; % of control where 0% means no effect; nearly all actives have a fitted effect of over 65% in size
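Galactose-induced alpha-syn yeast (OD600=0.02, raffinose-pregrown) + pinned cpd, 24 hr, 30 deg C; growth by BacTiter-Glo luminescence. Growth restoration scores as activation.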
Mm-Cpn inhibitor: M. maripaludis TRiC chaperonin inhibition | purified Mm-Cpn ATPase, ADP Transcreener TR-FRET | Potency, µM (doses to about 76.9 µM), without a hit: top-dose activity, negative = inhibition, most hits filed as inhibitors | hit rate 0.031% among 330,000 | AID 504842; note: potency is the fitted concentration of half-maximal effect; % is set by controls: 0 for no effect and ±100 for the full control effect; nearly all actives have a fitted effect of over 80% in size
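Purified archaeal Mm-CPN (25nM final) preincubated 10 min at 37degC with compound, then 10uM ATP for 30 min at 37degC; ADP measured by HTRF Transcreener TR-FRET; buffer 30 mM TRIS pH 7.4, 100mM KCl, 5mM MgCl2, 1mM DTT.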
FUS yeast rescue: suppressors of FUS proteinopathy in yeast; AID 1347120; hit rate 0.24% among 390,000; S. cerevisiae FUS-expressing, growth rescue, OD600, 24 h; Potency, µM (top dose mostly 76.6 µM), without a hit: at the highest dose growth rescue (activation), hits mostly activators;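 note: potency is the fitted concentration of half-maximal effect; plate controls were DMSO vehicle for no effect and reference control for full effect; nearly all actives have a fitted effect of over 55% in size; some results filed as inactive show a strong effect at the top dose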
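S. cerevisiae expressing FUS from galactose induction served as the toxicity model. Growth after 24hr at 30C, read as absorbance at 600 nm, indicates suppression of toxicity; compounds dosed at several concentrations.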
Abeta yeast res: restores growth of yeast expressing A-beta42 peptide | yeast expressing A-beta42, growth rescue, OD600, 48 h; response scale: 0% DMSO, 100% iron-clioquinol control | Potency, µM (doses to about 46.1 µM), without a hit: top-dose growth rescue, actives largely listed as activators | hit rate 0.063% among 410,000 | AID 1347071; note: potency is the fitted concentration of half-maximal effect; nearly all actives have a fitted effect of over 55% in size
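Yeast growth medium received pinned compounds, then yeast cells expressing toxic A-beta were added; plates incubated at 30 C for 48 hr. Growth read as absorbance at 600 nm, normalized to DMSO and equimolar FeCl3 plus clioquinol controls.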
pAkt inh: inhibitors of Akt phosphorylation. activity change, % for hits at 50 µM. hit rate 0.32% among 360,000. Neuro2A IGF-stimulated pAkt S473 HTRF, 20 min; stronger effect = lower value. AID 651550; in the data active = activity change below about -80%; inconclusive = mostly about -51% to -80%; note: % is set by controls: 0 for no effect and ±100 for the full control effect
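Neuro2A cells (4,500/well, DMEM with 0.5% FBS) were treated with compound at a single 50 µM final concentration, stimulated with 6 nM IGF for 20 min at 37 °C, and lysed. Phospho-Akt Ser473 was read by HTRF as 665/615 ratio ×10^4.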
GLP1R inv ag: GLP-1 receptor (human) inverse agonism | HEK293 GLP-1R CRE-luciferase, luminescence, 24 h; GLP-1R form is constitutively active | hit rate 1.6% among 410,000 | Potency, µM (series often up to 38.3 µM), inactives show at the top dose activity change, negative = inhibition, actives largely listed as inhibitors | AID 624417; note: potency is the fitted concentration of half-maximal effect; % is set by controls: 0 for no effect and ±100 for the full control effect; nearly all actives have a fitted effect of over 55% in size
Target sequence (P43220 whole entry, looked up): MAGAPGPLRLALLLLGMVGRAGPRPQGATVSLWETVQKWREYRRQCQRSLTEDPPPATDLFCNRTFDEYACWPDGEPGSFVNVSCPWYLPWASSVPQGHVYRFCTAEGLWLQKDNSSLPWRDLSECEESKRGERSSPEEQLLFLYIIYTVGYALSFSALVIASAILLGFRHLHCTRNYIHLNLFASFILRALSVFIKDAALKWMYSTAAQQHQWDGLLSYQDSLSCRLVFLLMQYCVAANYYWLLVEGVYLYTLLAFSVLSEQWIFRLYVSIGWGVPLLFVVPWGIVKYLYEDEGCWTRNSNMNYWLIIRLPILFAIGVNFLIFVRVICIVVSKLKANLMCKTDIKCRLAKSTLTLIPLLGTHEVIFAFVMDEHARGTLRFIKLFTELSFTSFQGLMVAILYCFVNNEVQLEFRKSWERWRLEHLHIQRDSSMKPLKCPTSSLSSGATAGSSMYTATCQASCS
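Seeding at 200 cells/uL, 12 h culture, 24 hr compound treatment, then luciferase reagent and a luminescence read; cells are HEK293 stably expressing a constitutively active GLP-1R plus cAMP-responsive luciferase.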
PTHR1 agonist: PTHR1 (human) receptor agonism; hit rate 0.075% among 410,000; HEK293 GP2 PTHR1 cells, GloSensor cAMP luminescence, 1 h; Potency, µM (series often up to 115 µM), without a hit: at the top dose activation, most hits filed as activators; note: potency is the fitted concentration of half-maximal effect; nearly all actives have a fitted effect of over 55% in size; some results filed as inactive show a strong effect at the top dose; inactives centre near -15; many of its hits are not listed in these tables
Target sequence (Q03431 whole entry, looked up): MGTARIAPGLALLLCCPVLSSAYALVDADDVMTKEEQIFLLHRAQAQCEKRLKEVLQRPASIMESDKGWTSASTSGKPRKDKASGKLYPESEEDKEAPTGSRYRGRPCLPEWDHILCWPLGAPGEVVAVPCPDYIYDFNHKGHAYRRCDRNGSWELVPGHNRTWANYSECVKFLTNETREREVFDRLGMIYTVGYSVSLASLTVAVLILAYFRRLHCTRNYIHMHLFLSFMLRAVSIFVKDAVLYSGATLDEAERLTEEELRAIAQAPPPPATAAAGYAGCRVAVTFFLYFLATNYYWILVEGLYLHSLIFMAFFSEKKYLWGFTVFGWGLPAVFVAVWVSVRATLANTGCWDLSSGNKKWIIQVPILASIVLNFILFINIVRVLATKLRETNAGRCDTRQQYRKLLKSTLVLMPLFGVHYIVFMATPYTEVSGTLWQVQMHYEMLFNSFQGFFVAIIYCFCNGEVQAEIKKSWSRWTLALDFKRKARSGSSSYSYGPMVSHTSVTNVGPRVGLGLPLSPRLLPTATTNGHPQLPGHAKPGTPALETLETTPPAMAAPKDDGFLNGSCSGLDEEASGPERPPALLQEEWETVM
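HEK-293-derived GP2 cells expressing PTHR1 and a GloSensor cAMP reporter, 3,000/well, plated overnight, given luciferin plus IBMX (each 0.5 mM as added) for 1 h at 37 °C, then compound for 1 h at 37 °C. Luminescence was read after 15 min at room temperature.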
An asterisk follows results filed as active; i = inactive; ? = inconclusive; / = not tested or not shown; [ ] = another dose, or the depositor's remark. Unless noted, calls come from the whole dose curve; as a rule, active = well fitted curve in the direction sought with a large enough effect; inconclusive = small, poorly fitted or top-dose-only effect, or another doubt; inactive = no such curve, though single readings can be large; an effect the other way counts as inactive or inconclusive.

SMILES	TDP43 rescue	GLP1R cytotox	aSyn rescue	Mm-Cpn inhibitor	FUS yeast rescue	Abeta yeast res	pAkt inh	GLP1R inv ag	PTHR1 agonist
Cc1ccc(S(=O)(=O)NC2=NCN(CCN3CCOCC3)CN2)cc1	16%	-12%	-1%	1%	-19%	7%	i	0%	i
CCc1ccc(CNC(=O)Cn2nc(C)c3nn(-c4ccc(Cl)cc4)c(C)c3c2=O)cc1	16%	8%	/	/	5%	2%	/	2%	-19%
Cc1occc1C(=O)NCCCCNC(=O)c1ccoc1C	10%	-2%	-10%	0%	7%	0%	i	3%	i
Cc1ccc2nc(-c3ccccc3)cc(C(=O)N3CCc4ccccc4C3)c2c1	10%	1%	25%	-12%	?	-10%	i	?	-54%[inhibitor]
COc1ccc(S(=O)(=O)NC(=O)C2(C)CCN2C(=O)COc2ccc(Cl)cc2)cc1 (stereo unspecified)	22%	1%	3%	/	-3%	-2%	i	18%	i
O=C(Nc1ccccn1)c1ccc(Cl)c(S(=O)(=O)N2CCCC2)c1	1%	-1%	-11%	3%	-2%	-3%	i	17%	-14%
Cc1cc(C)n2nc(C(=O)OCC(=O)N(CC(C)C)C3CCS(=O)(=O)C3)nc2n1 (stereo unspecified)	-12%	-9%	-4%	1%	-38%	-4%	i	5%	-9%
COc1cc(Cl)nn(-c2ccccc2)c1=O	3%	-8%	-1%	1%	/	9%	i	0%	i
CC(C)(C)c1ccc(C(=O)NCCCN2CCN(CCCNC(=O)c3ccc(C(C)(C)C)cc3)CC2)cc1	12%	-14%	-30%	1%	?	-47%[inhibitor]	i	?	-12%
Clc1ccc(Nc2c3c(nc4ncnn24)CCC3)cc1	18µM*	0%	1%	0%	11%	1%	i	4%	-27%
COc1ccc(-c2cc(C(=O)NCC3CCCCC3)[nH]n2)c(C)c1	-10%	1%	-4%	/	-15%	8%	i	7%	i
COc1ccc(N(Cc2cccs2)C(=O)c2ccc(C(C)(C)C)cc2)cc1	-40%[inhibitor]	4%	/	/	23%	-60%[inhibitor]	/	?	-35%[inhibitor]
Cc1ccc(S(=O)(=O)N(C)C)cc1NC(=O)COc1cccc(-n2cnnn2)c1	-20%	-1%	-32%[inhibitor]	-1%	-4%	-4%	i	-3%	-8%
Cc1c(C(=O)Nc2ccc(Cl)cc2)c2ccccn2c1C(=O)c1ccccc1	?	-7%	4%	-3%	7%	2%	?	-19%	i
CCN(CC)c1ccc(C(=O)N/N=C/c2ccc(OC)cc2OC)cc1	15%	-11%	7%	2%	-3%	-6%	i	15%	i
CC(=O)c1c(C)[nH]c(C(=O)NCCN2CCC(C)CC2)c1C	-9%	2%	-6%	-2%	-2%	-6%	i	-21%	-1%[57.5 µM]
O=C(NC1CCC(=O)N(CCOc2ccccc2)CC1)OCc1ccccc1 (stereo unspecified)	29%	-7%	-10%	-6%	0%	2%	i	-10%	-14%
O=C1OC(NC(=O)c2ccccc2)C(N2CCOCC2)=C1Cl (stereo unspecified)	2%	-9%	1%	1%	18%	17%	i	3%	i
CCOc1ccc(NC(=O)CS(=O)(=O)c2cn(C)c3ccccc23)cc1	0%	0%	-7%	0%	3%	4%	i	5%	-20%
CC(C)/C(=N\NC(=O)Nc1ccccc1)c1ccccc1	-12%	-5%	6%	2%	19%	5%	i	0%	-6%
O=C(COc1ccc(S(=O)(=O)NC2CCCCC2)cc1)Nc1ccc2c(c1)OCCO2	7%	3%	?	4%	-21%	13%	i	-7%	-45%[inhibitor]
CCN1C(=O)[C@H]2[C@@H](c3ccc(-c4ccccc4)cc3)N[C@@](C)(C(=O)OC)[C@H]2C1=O	5%	-25%	-3%	0%	-7%	-6%	i	4%	-24%
CN(c1ccccc1)S(=O)(=O)c1cccc(NC(=O)CCNC(=O)c2ccc(Cl)cc2)c1	0%	-31%	-5%	0%	/	1%	i	?	-29%
Cc1cccc(NC(=O)CN2C(=O)C(c3ccc(F)cc3)=NC23CCCCCC3)c1C	19%	1%	/	/	-4%	-10%	/	12%	-38%[inhibitor]
Cc1ccccc1NC(=O)CSc1nc2n(n1)CCCCC2	-2%	-3%	-2%	-18%	/	-9%	i	17%	i
Cc1cc(N2CCN(Cc3nc(-c4ccc(Cl)cc4)oc3C)CC2)cc(C)n1	-9%	?	10%	0%	13%	-4%	i	1µM*	-30%
COc1ccc(C(=O)NC(=S)NNC(=O)c2ccc(O)cc2)cc1[N+](=O)[O-]	6%	-8%	2%	-4%	-10%	30%	i	0%	i
COc1ccccc1C#Cc1cnc2c(c1)C(=O)N([C@H](C)CO)C[C@@H](C)[C@@H](CN(C)C(=O)c1ccc3c(c1)OCO3)O2	1%	0%	-2%	/	17%	9%	i	3%	-24%
COCCC(=O)NC12CC3CC(CC(C3)C1)C2	0%	5%	-7%	1%	29%	3%	i	5%	-43%
CCCN(CC(=O)Nc1ccccc1C)C(=O)c1cc(=O)[nH]c2ccccc12	18%	9%	4%	1%	13%	-8%	i	1%	i
CC(Sc1ccc(Cl)cc1)C(=O)NNC(=O)c1csc(N2CCOCC2)n1 (stereo unspecified)	7%	-5%	-4%	0%	19%	8%	i	-24%	-16%
O=C(Nc1nnc(C2COc3ccccc3O2)o1)c1ccc(F)cc1 (stereo unspecified)	?	?	18µM*	0%	13%	?	i	?	i
Cc1ccc(NC(=O)c2ccc(F)cc2F)cc1NS(C)(=O)=O	-18%	2%	2%	-1%	35%	-16%	i	-9%	-24%
Cc1cc(C(=O)c2ccc(Cl)cc2)c(NC(=O)CCl)s1	?	?	-8%	0%	-14%	-2%	i	?	i
COC(=O)CCCC1=CC2=C(c3ccccc3)C(=O)C(C)(OC(=O)C3CCCC3)C(=O)C2=CN1CC(C)C (stereo unspecified)	-7%	2%	-3%	0%	17%	-15%	i	17%	-17%
Cc1c(Cl)cccc1NC(=O)CNC(=O)C1CCN(C(=O)Nc2ccccc2)CC1	10%	2%	1%	1%	-17%	3%	i	12%	-34%[inhibitor]
CC(C)=C1C(=O)NN(c2ccc(F)c(Cl)c2)C1=O	-2%	-6%	-7%	1%	27%	16%	i	?	i
CCN(CCNC(=O)C1CCCN(c2ncnc3c2nc2n3CCCCC2)C1)Cc1ccccc1 (stereo unspecified)	1%	-13%	-13%	-1%	-8%	0%	/	?	i
N#CC1=C(c2ccc(-c3ccccc3)cc2)COC1=O	1%	-1%	-1%	-5%	36%	-6%	i	-3%	-6%
COc1cc(CCC(=O)OCC(N)=O)cc(OC)c1OC	-19%	-1%[0.307 µM]	-4%	4%	14%	17%	i	-6%[0.307 µM]	-11%
CCCn1c(O)c(N=N)c2ccccc21	18%	0%	22%	1%	18%	-10%	i	53%[activator]	-14%
COC(=O)CC1SC(=O)NC1=Nc1ccc(O)cc1 (stereo unspecified)	4%	4%	8%	-2%	-5%	9%	i	9%	-25%[57.5 µM]

Sorted by number of heavy atoms (descending): 11 of the compounds above
SMILES	TDP43 rescue	GLP1R cytotox	aSyn rescue	Mm-Cpn inhibitor	FUS yeast rescue	Abeta yeast res	pAkt inh	GLP1R inv ag	PTHR1 agonist
CN(c1ccccc1)S(=O)(=O)c1cccc(NC(=O)CCNC(=O)c2ccc(Cl)cc2)c1	0%	-31%	-5%	0%	/	1%	i	?	-29%
Cc1cccc(NC(=O)CN2C(=O)C(c3ccc(F)cc3)=NC23CCCCCC3)c1C	19%	1%	/	/	-4%	-10%	/	12%	-38%[inhibitor]
Cc1cc(N2CCN(Cc3nc(-c4ccc(Cl)cc4)oc3C)CC2)cc(C)n1	-9%	?	10%	0%	13%	-4%	i	1µM*	-30%
COc1ccc(C(=O)NC(=S)NNC(=O)c2ccc(O)cc2)cc1[N+](=O)[O-]	6%	-8%	2%	-4%	-10%	30%	i	0%	i
Cc1ccc(NC(=O)c2ccc(F)cc2F)cc1NS(C)(=O)=O	-18%	2%	2%	-1%	35%	-16%	i	-9%	-24%
Cc1ccccc1NC(=O)CSc1nc2n(n1)CCCCC2	-2%	-3%	-2%	-18%	/	-9%	i	17%	i
COc1cc(CCC(=O)OCC(N)=O)cc(OC)c1OC	-19%	-1%[0.307 µM]	-4%	4%	14%	17%	i	-6%[0.307 µM]	-11%
N#CC1=C(c2ccc(-c3ccccc3)cc2)COC1=O	1%	-1%	-1%	-5%	36%	-6%	i	-3%	-6%
COC(=O)CC1SC(=O)NC1=Nc1ccc(O)cc1 (stereo unspecified)	4%	4%	8%	-2%	-5%	9%	i	9%	-25%[57.5 µM]
COCCC(=O)NC12CC3CC(CC(C3)C1)C2	0%	5%	-7%	1%	29%	3%	i	5%	-43%
CCCn1c(O)c(N=N)c2ccccc21	18%	0%	22%	1%	18%	-10%	i	53%[activator]	-14%

These rows are one share of the data; rates above refer to the full screens.
